L3MBTL1 block: L3MBTL1 (human) inhibition. AlphaScreen L3MBTL1–H3K9me1 peptide binding. Potency, µM (highest dose often 57.1 µM), for inactives: top-dose activity, negative = inhibition, hits mostly inhibitors. actives 0.66% (n = 230,000). AID 485360; further: potency means the concentration at half of the fitted maximal effect; on the % scale 0 is the no-effect control and ±100 the full control effect; nearly all actives have a fitted effect of over 60% in size
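L3MBTL1 50 nM + b-AHA-H3(1-15)K9me1 75 nM, 30 min RT; compound added, 30 min RT; streptavidin donor/Ni-chelate acceptor beads 10 ug/mL each final, 30 min RT dark; AlphaScreen read.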
Luc counter: counter-screen: inhibitors of Kinase-Glo firefly luciferase. Kinase-Glo luciferase, ATP luminescence, 8 min. Potency, µM (highest dose often 38.3 µM), inactives show at the highest dose activity change, negative = inhibition, most hits filed as inhibitors. actives 0.28% (n = 200,000). AID 1379; further: potency means the concentration at half of the fitted maximal effect; on the % scale 0 is the no-effect control and ±100 the full control effect; nearly all actives have a fitted effect of over 60% in size
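Light output from Kinase-Glo luciferase with luciferin and 10 uM ATP in 50 mM imidazole pH 7.2, KCl, MgCl2, Tween 20, BSA; compound pin-delivered, 8-min ambient incubation, then luminescence read.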
HttQ103 aggreg: mutant huntingtin aggregation inhibition | AID 1688 | actives 1.1% (n = 220,000) | PC12 HttQ103-GFP aggregates, Acumen cytometry, 40 h | Potency, µM (series often up to 46.1 µM), inactives show at the top dose activity change, negative = inhibition, most hits filed as inhibitors; further: potency means the concentration at half of the fitted maximal effect; on the % scale 0 is the no-effect control and ±100 the full control effect; nearly all actives have a fitted effect of over 60% in size
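Huntingtin Q103 exon 1–GFP aggregates in induced PC12 cells (100 nM tebufenozide) were quantified by cytometry from lysates, with compounds dosed in titration.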
CBFb RUNX1 block: inhibitors of human CBF-beta and RUNX1 interaction | Q01196+Q13951 | AlphaScreen CBFb-His/RUNX1-biotin binding, biochemical | Potency, µM (series often up to 59.8 µM), inactives show top-dose activity, negative = inhibition, most hits filed as inhibitors | 230,000 tested, under 10 active; further: % of control where 0% means no effect
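Compounds were screened at multiple concentrations against a preformed CBF-beta(His)/RUNX1(biotin) complex (30 nM of each) for 15 min at room temperature, followed by 90 min with nickel and streptavidin beads and AlphaScreen reading.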
IMPase Li inh: membrane-permeable IMPase blocker, potentiated with lithium; CHO-M1 cells, IP1 TR-FRET (IP-One), carbachol + lithium; actives 0.35% (n = 210,000); Potency, µM (highest dose often 59.4 µM), for inactives: at the highest dose activity, negative = IMPase inhibition, usual class: inhibitors;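 further: IP1 builds up when IMPase is blocked and the TR-FRET signal falls; potency means the concentration at half of the fitted maximal effect; plate controls were basal vehicle for no effect and high inhibitor control for full effect; nearly all actives have a fitted effect of over 50% in size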
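CHO-M1, 2000 cells/well, 16–30 h culture; cpd + low Li+, 30 min 37C; lysis with d2-IP1/Eu-anti-IP1 Ab, 10 min RT; TR-FRET 665/620 ratio and 620 channel; AC50 via Hill.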
Epigenetic derep: epigenetic control regulation, reporter derepression; murine LDR cells, GFP reporter derepression, 30 h; AID 1865; actives 0.2% (n = 280,000); Potency, µM (top dose mostly 53.9 µM), for inactives: at the highest dose GFP activation, most hits filed as activators; further: potency means the concentration at half of the fitted maximal effect; % of control where 0% means no effect; nearly all actives have a fitted effect of over 60% in size
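GFP-positive cell count by laser-scanning cytometry (objects 20–120 um) after 30 h, 37 C compound exposure of murine LDR cells; reporter is CMV-GFP integrated at a silenced locus, inducible by HDAC or DNMT inhibitors.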
NPSR antag: neuropeptide S receptor (human) antagonism, cAMP | Potency, µM (titrated, usually from 38.3 µM), without a hit: at the highest dose activity change, negative = inhibition, hits mostly inhibitors | actives 1% (n = 220,000) | CHO-NPSR cells, cAMP TR-FRET, antagonist mode; further: potency means the concentration at half of the fitted maximal effect; on the % scale 0 is the no-effect control and ±100 the full control effect; nearly all actives have a fitted effect of over 50% in size; many of its hits are not listed in these tables
Target sequence (Q6W5P4 whole entry, looked up): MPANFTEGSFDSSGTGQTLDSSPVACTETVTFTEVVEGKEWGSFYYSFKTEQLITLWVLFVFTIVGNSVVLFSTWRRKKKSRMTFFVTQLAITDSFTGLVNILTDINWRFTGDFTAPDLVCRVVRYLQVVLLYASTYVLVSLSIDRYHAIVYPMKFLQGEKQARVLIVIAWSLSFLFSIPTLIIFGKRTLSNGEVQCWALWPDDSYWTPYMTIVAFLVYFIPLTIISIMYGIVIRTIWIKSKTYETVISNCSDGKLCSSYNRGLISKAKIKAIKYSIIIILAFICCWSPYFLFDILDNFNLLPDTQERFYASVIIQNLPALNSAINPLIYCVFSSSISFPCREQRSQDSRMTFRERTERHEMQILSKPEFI
Active calls of the source: *; ? = inconclusive; nt = not tested or not shown; [ ] = remark or other dose. The call rests on the fitted dose curve; in most records, active means well fitted curve in the direction sought with a large enough effect; inconclusive means small, poorly fitted or top-dose-only effect, or another doubt; inactive means no such curve, though single readings can be large; an effect the other way counts as inactive or inconclusive.

Start of the data: the first two entries, ahead of the listing:
| SMILES | L3MBTL1 block | Luc counter | HttQ103 aggreg | CBFb RUNX1 block | IMPase Li inh | Epigenetic derep | NPSR antag |
| --- | --- | --- | --- | --- | --- | --- | --- |
| Cc1ccc(S(=O)(=O)N2CCN(C(=O)N3CCOCC3)C2c2ccc(N(C)C)cc2)cc1 (stereo unspecified) | -5% | 0% | -5% | 0% | 12% | -3.4% | -7%[46.1 µM] |
| Brc1cnc(N2CCOCC2)nc1N1CCCCC1 | 12%[11.4 µM] | -2% | -27% | 10% | 7%[38.3 µM] | 0.0% | -7%[46.1 µM] |

Results, from the start:
| SMILES | L3MBTL1 block | Luc counter | HttQ103 aggreg | CBFb RUNX1 block | IMPase Li inh | Epigenetic derep | NPSR antag |
| --- | --- | --- | --- | --- | --- | --- | --- |
| Cc1ccc(S(=O)(=O)N2CCN(C(=O)N3CCOCC3)C2c2ccc(N(C)C)cc2)cc1 (stereo unspecified) | -5% | 0% | -5% | 0% | 12% | -3.4% | -7%[46.1 µM] |
| Brc1cnc(N2CCOCC2)nc1N1CCCCC1 | 12%[11.4 µM] | -2% | -27% | 10% | 7%[38.3 µM] | 0.0% | -7%[46.1 µM] |
| Cc1nn(-c2ccccc2)c(N)c1C(c1ccccc1)c1c(C)nn(-c2ccccc2)c1N | -5% | 1% | -11% | -16% | 7% | 0.0% | -12%[46.1 µM] |
| CC(C)NC(=O)C12CC3CC(C1)CC(C(=O)NC(C)C)(C3)C2 | -4% | -2% | 3% | 17% | 7% | -1.5% | 17% |
| CC1(C)CC(N2CCCC2)=CC(=[N+]2CCCCCC2)C1 | -32% | 2% | 2µM* | -13% | 14% | 4.8% | 13% |
| COc1ccc(CC/C(=N\O)C2(O)CCCCC2)cc1 | 0% | -3% | 4% | 1% | -4%[38.3 µM] | -5.7% | -3%[46.1 µM] |
| Cc1cc2c(cc1C)CN(c1ccccc1)C2 | -18% | nt | 12%[9.22 µM] | -6% | nt | 0.0% | -18% |
| CN1CC=C2C(C#N)=C(N)C(C#N)(C#N)C(CCc3ccccc3)C2C1 (stereo unspecified) | -7% | 1% | -19% | 2% | 4% | 1.2% | -5%[46.1 µM] |
| O=C(Cc1cccc2ccccc12)Nc1ccc(-c2cc3ccccc3oc2=O)cc1 | 5% | -4% | -28% | 6% | -17%[38.3 µM] | 17% | 30%[46.1 µM] |
| O=C(O)c1csc(-c2ccc(Cl)cc2)n1 | 4% | 1% | 23% | 14% | -13% | -0.8% | -14% |
| COc1cc(/C=N/NC(=O)c2nonc2C)ccc1O | 5% | -14% | 21% | 15% | 6% | 6.6% | 9% |
| Oc1cccc(C=NCc2ccccc2)c1O | nt | 3% | -1% | -23% | 3%[38.3 µM] | -1.1% | ? |
| Cc1cc(C)cc(NC(=O)c2cc(Cl)sc2Cl)c1 | 35%[activator] | 1% | -3% | 20% | 10% | -1.1% | 6% |
| N=c1ncn(Cc2ccccc2)c2nc(SCCOc3ccccc3)[nH]c12 | 5% | nt | -8% | -1% | nt | -0.9% | -7%[46.1 µM] |
| CC1(C)C[C@@H]2C[C@@](C)(CN2C(=O)c2ccccc2)C1 | -1% | nt | 2%[9.22 µM] | 7% | nt | 1.3% | 3% |
| O=C(NCC(=O)N1CCN(S(=O)(=O)/C=C/c2ccccc2)CC1)c1ccccc1F | 0% | -1% | ? | 7% | 2% | -4.2% | -8% |
| CC(C)c1nnc(NC(=O)c2ccc3c(c2)OCO3)s1 | 4% | -4% | nt | -3% | 0% | 0.0% | -2% |
| CC(C)(CO)NC(=O)CC1C(=O)NCCN1CC(c1ccccc1)c1ccccc1 (stereo unspecified) | -1% | -2% | -1%[9.22 µM] | 4% | 9% | -1.1% | -2% |
| Cc1cc(C(=O)NC(=S)Nc2cccc(NC(=O)C(C)C)c2)ccc1[N+](=O)[O-] | 9% | -10% | ? | 1% | 17% | -1.1% | -16% |
| O=C(CN1CCOCC1)N/N=C/c1ccc(-c2cccc(Cl)c2Cl)o1 | -17% | nt | -5%[9.22 µM] | -1% | nt | -0.8% | -5% |
| COC(=O)c1c(N)sc2c1CC(C)(C)OC2 | -17% | 1% | -1% | 2% | 0% | 3.4% | 5% |
| O=C1CCC([N+](=O)[O-])C(c2cccc3ccccc23)N1 (stereo unspecified) | -2% | 2% | -3% | 6% | 2% | 1.3% | 4% |
| c1ccc(Nc2nc3ccccc3n3cnnc23)cc1 | -14% | 0% | 6% | -2% | -3% | 2.0% | -10%[46.1 µM] |
| Cc1ccc(NC(=O)CN(C)C(=O)CSc2ncc(C(F)(F)F)cc2Cl)cc1 | 5% | -1% | -10% | 1% | 5% | 1.1% | -1% |
| COc1ccc(Br)cc1C1CC(=O)N2CN(Cc3ccccc3)CSC2=C1C#N (stereo unspecified) | -2% | 2% | 10% | -1% | 8%[38.3 µM] | 1.0% | -13%[46.1 µM] |
| COc1ccc(C(C[N+](=O)[O-])c2c(C)[nH]c3ccccc23)cc1OC (stereo unspecified) | -8% | 2% | 9% | ? | 6% | 0.0% | -11%[46.1 µM] |
| COC(=O)c1[nH]c2ccccc2c1NC(=O)C(C)N1CCOCC1 (stereo unspecified) | 1% | nt | -27%[9.22 µM] | 8% | nt | -0.3% | 5%[7.67 µM] |
| CCN(CC)C(=O)c1sc(N)c(C(=O)OC(C)C)c1C | 19%[11.4 µM] | 0% | 10% | 0% | 8% | -1.0% | 1% |
| O=C(Nc1ccc(C(=O)OC[C@@H]2CCCN3CCCC[C@H]23)cc1)c1cccc(Br)c1 | 3% | -1% | -6% | 6% | 15% | 1.1% | 9% |
| COc1ccc(Cc2nc(-c3ccc(-n4cccc4)cc3)no2)cc1 | 9% | 1% | 2% | 1% | 10% | 1.0% | 6% |
| CCCCC(=O)Nc1cccc(NC(=S)NC(=O)Cc2ccccc2)c1 | 6% | -3% | 5% | 1% | 2% | 0.9% | -14% |
| CCOC(=O)C1CCCN(c2ncnc3c2cnn3-c2ccc(OC)cc2)C1 (stereo unspecified) | 8% | -1% | -11% | 10% | 1% | 0.0% | -9%[46.1 µM] |
| CCn1c(=O)n(-c2ccc(Cl)cc2)c(=O)c2c3c(sc21)COC(C)(C)C3 | 8% | -5% | -24% | -10% | 11%[38.3 µM] | 0.6% | -9%[46.1 µM] |
| Cc1cc(C)c(NC(=O)c2cc3c(nc4sccn43)s2)c(C)c1 | -6% | -6% | 17% | -24% | 16%[38.3 µM] | -0.2% | -17%[46.1 µM] |
| CCN(CC)S(=O)(=O)c1cc(NC(=O)c2cc(-c3ccccn3)nc3ccccc23)ccc1C | -13% | 0% | -1% | ? | 3% | -0.2% | -21% |
| CC1Cc2ccccc2N1C(=O)CSc1nc(-c2ccccc2)cs1 (stereo unspecified) | 5% | 0% | -19% | 24% | 17% | -1.0% | -33% |
| COc1ccc(C2=C(O)C(C)N(c3ccccc3)C2=N)cc1OC (stereo unspecified) | 5% | 1% | 0% | -3% | -8%[38.3 µM] | 1.0% | -27%[46.1 µM] |
| O=C(NCC(=O)N(c1ccccc1F)C(C(=O)NCC1CCCO1)c1ccccc1)c1ccco1 (stereo unspecified) | nt | -1% | ? | 2% | 19%[38.3 µM] | 3.0% | -8%[46.1 µM] |
| COc1ccc(CN(C(=S)Nc2ccccc2)C2CC(=O)N(c3ccc(F)cc3)C2=O)cc1 (stereo unspecified) | -7% | nt | ? | 6% | nt | -2.6% | ? |
| Nc1ccn([C@H]2C[C@H](O)[C@@H](CO)O2)c(=O)n1 | 8% | 3% | nt | 2%[21.7 µM] | 1% | 3.0% | nt |
| CCOC(=O)/C=C1\SCC(=O)N1CC(=O)Nc1ccc2c(c1)CCC2 | -3% | -5% | ? | 3% | -7%[38.3 µM] | -2.3% | -12%[46.1 µM] |
| COc1ccc(/C(C)=N/NC(=O)CNC(=O)/C=C\c2ccco2)cc1 | nt | 2% | -16% | -29% | -2% | 6.1% | -1% |
| O=C(NCCCN1CCc2ccccc2C1)Nc1ccc(Cl)cc1 | 2% | 3% | -8% | 1% | 7%[38.3 µM] | -1.2% | 0%[46.1 µM] |
| CCCc1nc2ccccc2c(=O)n1NC(=O)c1c(O)c2ccccc2[nH]c1=O | 39% | -1% | -22% | -2% | 1%[38.3 µM] | 0.2% | 10%[46.1 µM] |
| Cc1[nH]c2ccccc2c1C(=O)COC(=O)Cn1cnc2ccccc21 | -1% | nt | ? | -1% | nt | -0.9% | -7%[46.1 µM] |

5 successive records from above:
| SMILES | L3MBTL1 block | Luc counter | HttQ103 aggreg | CBFb RUNX1 block | IMPase Li inh | Epigenetic derep | NPSR antag |
| --- | --- | --- | --- | --- | --- | --- | --- |
| CCOC(=O)/C=C1\SCC(=O)N1CC(=O)Nc1ccc2c(c1)CCC2 | -3% | -5% | ? | 3% | -7%[38.3 µM] | -2.3% | -12%[46.1 µM] |
| COc1ccc(/C(C)=N/NC(=O)CNC(=O)/C=C\c2ccco2)cc1 | nt | 2% | -16% | -29% | -2% | 6.1% | -1% |
| O=C(NCCCN1CCc2ccccc2C1)Nc1ccc(Cl)cc1 | 2% | 3% | -8% | 1% | 7%[38.3 µM] | -1.2% | 0%[46.1 µM] |
| CCCc1nc2ccccc2c(=O)n1NC(=O)c1c(O)c2ccccc2[nH]c1=O | 39% | -1% | -22% | -2% | 1%[38.3 µM] | 0.2% | 10%[46.1 µM] |
| Cc1[nH]c2ccccc2c1C(=O)COC(=O)Cn1cnc2ccccc21 | -1% | nt | ? | -1% | nt | -0.9% | -7%[46.1 µM] |

A portion of the library; count on the stated rates, not on these rows.
